pPAFAH FP inh: inhibitors of human plasma PAF acetylhydrolase (pPAFAH). inhibition, % at 3.39 µM. recombinant pPAFAH, FP-rhodamine probe fluorescence polarization. AID 463082. 1.5% of 330,000 active. Q13093;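 active = inhibition above the mean inhibition across the screen plus 3 SD, cut at about 25% in these data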;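 also: inhibitors block binding of the rhodamine activity-based probe so polarization drops; 0% = enzyme with DMSO and 100% = wells lacking pPAFAH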
LYPLA1 inh: blocks human lysophospholipase 1, a PME1 counter-screen. 0.16% of 320,000 active. inhibition, % at 5.9 µM. O75608. recombinant LYPLA1, FP-Rh probe fluorescence polarization;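 active = inhibition above the mean of all tested compounds plus 3 SD, set per campaign, cut at about 14% in these data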;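 also: inhibitors block serine hydrolase probe labeling of LYPLA1 so polarization falls; 0% = enzyme with DMSO and 100% = wells lacking LYPLA1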
PAFAH2 inh: inhibitors of human PAFAH2 | Q99487 | recombinant PAFAH2, FP-rhodamine activity probe, fluorescence polarization | inhibition, % at 3.39 µM | 0.99% of 340,000 active | AID 492956;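 active = inhibition above the mean over all tested compounds plus 3 SD, cut at about 30% in these data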;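 also: inhibitors block probe labeling of enzyme so polarization drops; 0% = enzyme with DMSO and 100% = wells lacking PAFAH2 protein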
LYPLA2 counter: counter-screen for PME1 inhibitors: inhibitors of human LYPLA2 | O95372 | recombinant LYPLA2, FP-Rh probe fluorescence polarization | inhibition, % at 5.9 µM | 0.38% of 320,000 active | AID 2177;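 active = inhibition above the screen-wide mean plus 3 SD, limit set per campaign, cut at about 26% in these data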;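 also: 0% = LYPLA2 with DMSO and 100% = wells lacking LYPLA2 enzyme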
PAFAH1B3 inh: blocks human PAF acetylhydrolase 1B catalytic subunit 3. Q15102. recombinant PAFAH1B3, FP-rhodamine probe, fluorescence polarization. inhibition, % at 3.39 µM. 0.28% of 340,000 active. AID 492972;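 active = inhibition above the screen-wide average of all tested compounds plus 3 SD, cut at about 25% in these data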;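 also: 0% = enzyme with DMSO only and 100% = wells lacking PAFAH1B3 protein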
ZTA counter: counter-screen for EBNA-1 inhibitors: inhibitors of Epstein-Barr virus ZTA | P03206 | ZTA-DNA binding, fluorescence polarization | AID 2234 | inhibition, % at 11 µM | 0.15% of 320,000 active; in the data active = inhibition above about 33%
Target sequence (P03206 whole entry, looked up): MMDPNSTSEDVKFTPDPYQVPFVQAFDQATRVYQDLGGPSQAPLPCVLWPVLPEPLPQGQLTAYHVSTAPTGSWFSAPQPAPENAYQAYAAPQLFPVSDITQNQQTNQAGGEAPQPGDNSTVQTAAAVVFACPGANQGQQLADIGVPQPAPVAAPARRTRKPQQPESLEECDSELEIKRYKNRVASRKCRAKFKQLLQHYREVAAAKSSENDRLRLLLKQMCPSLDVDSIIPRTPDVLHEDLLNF
PREPL inhibitor: inhibitors of human prolyl oligopeptidase-like enzyme PREPL; recombinant PREPL, fluorescence polarization activity-based probe; inhibition, % at 5.96 µM; 0.68% of 320,000 active; AID 2751; in the data active = inhibition above about 43%;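 also: 0% = enzyme with DMSO and 100% = wells lacking enzyme; many of its hits are not listed in these tables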
Target sequence (Q4J6C6 whole entry, looked up): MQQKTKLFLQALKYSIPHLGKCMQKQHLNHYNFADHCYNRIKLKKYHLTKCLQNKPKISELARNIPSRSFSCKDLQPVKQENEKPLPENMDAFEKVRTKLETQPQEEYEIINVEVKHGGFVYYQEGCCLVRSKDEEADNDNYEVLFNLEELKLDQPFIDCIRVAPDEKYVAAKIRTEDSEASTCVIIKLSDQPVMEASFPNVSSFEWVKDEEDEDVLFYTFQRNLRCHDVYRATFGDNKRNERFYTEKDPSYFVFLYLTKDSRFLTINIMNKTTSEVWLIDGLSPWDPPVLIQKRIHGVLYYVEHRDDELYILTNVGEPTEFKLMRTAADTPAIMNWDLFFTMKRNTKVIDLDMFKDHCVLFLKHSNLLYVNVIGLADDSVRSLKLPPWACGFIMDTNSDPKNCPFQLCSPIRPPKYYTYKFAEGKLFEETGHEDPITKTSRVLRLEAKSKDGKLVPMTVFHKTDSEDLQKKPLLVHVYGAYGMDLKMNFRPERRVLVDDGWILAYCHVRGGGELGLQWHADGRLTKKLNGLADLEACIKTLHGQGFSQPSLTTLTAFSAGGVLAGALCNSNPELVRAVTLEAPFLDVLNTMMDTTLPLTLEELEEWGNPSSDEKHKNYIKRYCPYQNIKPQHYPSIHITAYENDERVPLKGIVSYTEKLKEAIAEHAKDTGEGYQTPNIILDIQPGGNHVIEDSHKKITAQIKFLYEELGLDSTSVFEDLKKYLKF
EBNA-1 inhibitor: blocks EBNA-1 binding to DNA. EBNA-1 DNA binding, fluorescence polarization. inhibition, % at 14.8 µM. 0.34% of 300,000 active. AID 1950; in the data active = inhibition above about 28%
PAFAH1B2 inh: PAFAH1B2 (human) inhibition. AID 492953. inhibition, % at 3.39 µM. 1.2% of 340,000 active. P68402. recombinant PAFAH1B2, FP-rhodamine activity probe, fluorescence polarization;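 active = inhibition above the mean of all tested compounds plus 3 SD, cut at about 24% in these data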;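 also: 0% = enzyme with DMSO and 100% = wells lacking PAFAH1B2; many of its hits are not listed in these tables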
Starred values were filed as active, the others as inactive; x = not tested or not shown.

SMILES | pPAFAH FP inh | LYPLA1 inh | PAFAH2 inh | LYPLA2 counter | PAFAH1B3 inh | ZTA counter | PREPL inhibitor | EBNA-1 inhibitor | PAFAH1B2 inh
CCc1nnc(NC(=O)CCC(=O)NCc2ccc(C)cc2)s1 | -3.1 | -0.1 | 2.8 | -3.5 | -2.4 | 4.3 | 1.8 | -0.5 | 3.6
CC1(C)C2CCC1(C)C(OC(=O)C[n+]1ccccc1N)C2 (stereo not given) | -5.7 | 1.8 | 7.4 | -3.8 | 7.0 | -18.0 | 2.9 | 7.1 | 5.7
O=C(NCc1ccccc1F)C1CCCN1C(=O)Nc1ccccc1 (stereo not given) | -0.3 | 3.6 | -5.1 | 13.1 | 7.5 | 5.3 | 6.5 | 7.7 | 6.3
COc1ccc(CNC2CCCCC2C)c(OC)c1 (stereo not given) | 7.2 | 1.4 | -8.2 | -6.1 | 3.7 | -7.2 | 28.4 | -6.7 | 3.5
COc1ccc(-c2noc(C(C)NC(=O)c3ccco3)n2)cc1OC (stereo not given) | 2.7 | -4.1 | 4.9 | 4.5 | 4.3 | 3.8 | -3.4 | 9.6 | 0.2
CCOc1ccc(C(C)C)cc1S(=O)(=O)Nc1ccc(Cl)cn1 | 2.4 | 2.7 | 0.4 | -3.6 | 4.6 | -3.9 | 4.7 | 4.8 | 4.4
O=C(CCS(=O)(=O)c1ccc(Br)cc1)NCCc1ccccc1 | 4.8 | -1.8 | -7.2 | 6.5 | -0.3 | 11.6 | -26.5 | -0.9 | 9.7
COc1cccc(/C=N/N=C(\N)c2nonc2N)c1O | 0.4 | -3.7 | 3.1 | -1.1 | -2.3 | -1.1 | -5.8 | -0.7 | -1.3
CCCC1CC(C(=O)NC(C(C)Cl)C2OC(SC)C(O)C(O)C2O)N(C)C1 (stereo not given) | 0.0 | 2.9 | -6.8 | -1.7 | 3.9 | -4.7 | -0.9 | -7.1 | 6.9
COc1nccnc1NS(=O)(=O)c1ccc(NC(=S)NC(=O)c2cccnc2)cc1 | 1.8 | 1.4 | -3.4 | 0.1 | 4.2 | 9.2 | -1.2 | 11.2 | -2.2
Cc1cc(C(=O)NNC(=O)c2ccccc2[N+](=O)[O-])c(C)o1 | -2.3 | -1.2 | 2.3 | -1.0 | -5.2 | 9.8 | -6.7 | x | 3.6
Cc1cc(C(=O)OCC(=O)NC(C)C)c2ccccc2n1 | -6.6 | -1.0 | 2.3 | 3.5 | 3.8 | 17.5 | 16.9 | 1.1 | 4.2
CC(NC(=O)Cc1ccc(S(=O)(=O)N2CCCCC2)cc1)c1ccccc1 (stereo not given) | -0.5 | 2.0 | -1.6 | -0.2 | -8.3 | 4.1 | 4.2 | x | 4.4
CCc1c(C)nc2cc(-c3ccc(OC)c(OC)c3)nn2c1N1CCC(C)CC1 | -3.3 | -0.9 | 5.5 | -0.8 | 2.2 | 12.6 | 6.8 | -14.1 | -2.6
CC(=O)Oc1oc(-c2ccccc2)nc1C=Nc1ccc(N(C)C)cc1 | 5.5 | 0.1 | -0.7 | 8.1 | 7.8 | 12.3 | 2.9 | 6.7 | 4.1
Cc1cc(C)n(-c2nc3c(c(=O)[nH]c(=O)n3C)n2C)n1 | 1.2 | 2.0 | -0.8 | 18.4 | 5.6 | -2.8 | -5.8 | 2.3 | 6.5
Cc1ccc(C(=O)NCc2ccc(Cl)cc2)cc1S(=O)(=O)N1CCCCC1 | 0.2 | -1.1 | 12.4 | 0.7 | 2.5 | -16.7 | 10.8 | x | 1.2
Cc1ccc(C(=O)Nc2cccc(S(=O)(=O)N3CCCC3)c2)o1 | -1.4 | 1.1 | -0.8 | -3.1 | -6.1 | -0.9 | 2.8 | x | -7.5
CC(C)C(=O)Nc1ccc(NC(=O)c2ccccn2)cn1 | 2.0 | -0.1 | 6.6 | 5.5 | -1.8 | -16.9 | -6.5 | -2.0 | -1.7
O=c1oc2ccccc2c(NC2CCCCC2)c1NS(=O)(=O)c1ccc(F)c(Cl)c1 | 3.1 | -0.8 | 9.4 | 12.9 | 7.1 | -2.8 | 7.2 | -3.1 | 10.1
Cc1cccc(NC(=O)Cn2cc(C(=O)C3CC3)c3ccccc32)c1 | 3.4 | 0.0 | -8.1 | 3.4 | 1.1 | -3.2 | -0.1 | 19.3 | -1.0
Cc1[nH]c(C)c(S(=O)(=O)Nc2ccccc2)c1C(=O)N1CCCC1 | 6.5 | 3.3 | 1.5 | -3.5 | 10.3 | 20.7 | 5.4 | 5.6 | 2.9
CCCCNC(=O)CCC(=O)Nc1ccc2nc(N3CCCCC3)cc(C)c2c1 | 6.4 | 2.9 | 2.5 | 0.9 | 5.6 | 0.7 | 11.2 | -5.6 | 0.8
CCCCn1nc(C(=O)NC2=NCCS2)c2ccccc2c1=O | -1.2 | -1.0 | 0.1 | -4.4 | 16.6 | -8.7 | 13.1 | 13.8 | 7.5
CCOC(=O)c1cc2c(ccn2C)n1CC(=O)N1C(C)CCCC1C (stereo not given) | 0.5 | 2.1 | -4.9 | -0.3 | 2.2 | -0.8 | 1.1 | 4.2 | 6.0

Random excerpt: four records from the list.
SMILES | pPAFAH FP inh | LYPLA1 inh | PAFAH2 inh | LYPLA2 counter | PAFAH1B3 inh | ZTA counter | PREPL inhibitor | EBNA-1 inhibitor | PAFAH1B2 inh
Cc1cc(C)n(-c2nc3c(c(=O)[nH]c(=O)n3C)n2C)n1 | 1.2 | 2.0 | -0.8 | 18.4 | 5.6 | -2.8 | -5.8 | 2.3 | 6.5
O=c1oc2ccccc2c(NC2CCCCC2)c1NS(=O)(=O)c1ccc(F)c(Cl)c1 | 3.1 | -0.8 | 9.4 | 12.9 | 7.1 | -2.8 | 7.2 | -3.1 | 10.1
CCCCNC(=O)CCC(=O)Nc1ccc2nc(N3CCCCC3)cc(C)c2c1 | 6.4 | 2.9 | 2.5 | 0.9 | 5.6 | 0.7 | 11.2 | -5.6 | 0.8
CCc1c(C)nc2cc(-c3ccc(OC)c(OC)c3)nn2c1N1CCC(C)CC1 | -3.3 | -0.9 | 5.5 | -0.8 | 2.2 | 12.6 | 6.8 | -14.1 | -2.6

The main list resumes; the five compounds before the break are reprinted first.
SMILES | pPAFAH FP inh | LYPLA1 inh | PAFAH2 inh | LYPLA2 counter | PAFAH1B3 inh | ZTA counter | PREPL inhibitor | EBNA-1 inhibitor | PAFAH1B2 inh
Cc1cccc(NC(=O)Cn2cc(C(=O)C3CC3)c3ccccc32)c1 | 3.4 | 0.0 | -8.1 | 3.4 | 1.1 | -3.2 | -0.1 | 19.3 | -1.0
Cc1[nH]c(C)c(S(=O)(=O)Nc2ccccc2)c1C(=O)N1CCCC1 | 6.5 | 3.3 | 1.5 | -3.5 | 10.3 | 20.7 | 5.4 | 5.6 | 2.9
CCCCNC(=O)CCC(=O)Nc1ccc2nc(N3CCCCC3)cc(C)c2c1 | 6.4 | 2.9 | 2.5 | 0.9 | 5.6 | 0.7 | 11.2 | -5.6 | 0.8
CCCCn1nc(C(=O)NC2=NCCS2)c2ccccc2c1=O | -1.2 | -1.0 | 0.1 | -4.4 | 16.6 | -8.7 | 13.1 | 13.8 | 7.5
CCOC(=O)c1cc2c(ccn2C)n1CC(=O)N1C(C)CCCC1C (stereo not given) | 0.5 | 2.1 | -4.9 | -0.3 | 2.2 | -0.8 | 1.1 | 4.2 | 6.0
CN(C)c1ccc(C(=O)NNC(=O)Nc2ccccc2)cc1 | -1.2 | -2.5 | 4.0 | 0.1 | 3.2 | -14.8 | 1.7 | -0.3 | 4.5
CC(Cc1ccccc1)NC(=O)/C=C/c1ccc([N+](=O)[O-])cc1 (stereo not given) | 0.4 | -1.2 | 13.9 | 8.3 | 0.6 | -11.3 | 6.5 | -8.6 | 2.8
COc1cc(C(=O)OCC(=O)Nc2ccc(S(=O)(=O)NC3=NCCCCC3)cc2)cc(OC)c1OC | 0.8 | x | -2.9 | x | 10.2 | x | 15.0 | x | 1.7
Cc1ccccc1CC1(CO)CCCN(C(=O)CCC(F)(F)F)C1 (stereo not given) | 3.0 | 0.8 | -6.7 | 4.5 | -0.3 | 1.1 | 5.0 | -2.8 | -2.7
CN(C)C(CNC(=O)C1CCN(S(=O)(=O)c2ccc(Cl)cc2)CC1)c1ccccc1 (stereo not given) | 7.8 | -5.0 | 2.0 | -2.4 | 1.6 | 2.0 | -4.6 | -6.2 | 20.1
O=C(COc1ccc(Cl)cc1)NC(=S)Nc1ccccc1N1CCOCC1 | 3.4 | -8.8 | -4.6 | -16.2 | 6.0 | 17.2 | 19.2 | -4.2 | 21.2
O=C1C2CC=C(Cl)CC2C(=O)N1CCc1ccccc1 (stereo not given) | 11.1 | 0.9 | 4.7 | -1.3 | 0.9 | 5.0 | -1.3 | 4.5 | 9.1
Cc1onc(-c2ccccc2)c1C(=O)Nc1nnc(C(C)(C)C)s1 | 0.2 | 2.5 | 2.0 | -1.6 | 4.1 | 20.9 | 0.2 | 3.9 | 7.2
OC(c1ccc(Cl)cc1)C(CN1CCOCC1)c1ccccc1 (stereo not given) | -3.3 | -3.1 | 3.2 | -1.6 | 12.3 | 6.3 | 15.0 | -23.3 | 11.9
COc1ccccc1C1C(C#N)=C(N)Oc2c1oc(CO)cc2=O (stereo not given) | 3.3 | -1.4 | 1.1 | 4.2 | 2.8 | 16.4 | -4.0 | -0.9 | 4.7
Cc1ccc(NC2CCCN(C(=O)c3ccc(F)cc3)C2)cc1C (stereo not given) | 3.0 | -1.4 | -1.9 | 1.0 | -0.1 | 14.5 | 27.2 | 0.4 | -0.7
COc1cccc(C(=O)Nc2ccc(NC(=O)C3CC3)cn2)c1 | 5.1 | -2.4 | 6.1 | -0.1 | 0.4 | -28.2 | -7.0 | -1.8 | -0.4
O=C(c1cccs1)N1CCN(c2nnc(-c3ccccc3)c3ccccc23)CC1 | 3.5 | 1.2 | -2.9 | 5.0 | 4.2 | -5.0 | 9.2 | -0.4 | 0.1
O=C(O)COc1ccccc1/C=N/NC(=O)CSc1nc2ccccc2n1Cc1ccccc1Cl | 5.2 | -5.1 | -9.2 | -6.8 | 4.9 | 7.9 | -34.5 | 11.8 | 5.6
O=C(NCc1cccc(C(F)(F)F)c1)c1cc(-c2ccccc2)nn1CC1CC(c2cccnc2)=NO1 (stereo not given) | 1.6 | -3.4 | -3.9 | -2.4 | 5.7 | -0.4 | -1.9 | -11.3 | 2.1
O=C1CC(c2ccccc2)n2nc(NC(=O)c3cccs3)nc2N1 (stereo not given) | 2.2 | -5.5 | 0.7 | 0.3 | 8.0 | 3.1 | -5.8 | 8.9 | 0.7
CNC(=O)c1[nH]cnc1C(=O)NCC(=O)OC(C)(C)C | 3.1 | -3.8 | -2.1 | -1.5 | -1.6 | -1.5 | 3.1 | 15.2 | -4.1
CC(C)n1c(CNC(=O)c2ccccc2)nc2ccccc21 | 0.0 | 1.0 | -4.8 | -3.8 | 9.9 | -23.0 | 17.2 | -3.1 | 3.4
Cc1ccc(C2N(c3cccc(Cl)c3)C(=O)C3CCCN32)o1 (stereo not given) | -0.2 | 5.6 | 13.1 | 2.7 | 7.0 | -0.3 | 11.6 | 13.2 | 1.0
C[C@H](NC(=O)c1nc[nH]c1C(=O)N[C@@H](CCCCNC(=O)OC(C)(C)C)C(=O)OC(C)(C)C)C(=O)OCc1ccccc1 | 7.6 | -8.9 | -0.1 | -14.8 | 0.4 | -3.6 | -13.9 | -6.5 | 0.0
O=C(CCNC(=O)c1ccc(Cl)cc1)NN1C(=O)NC2(CCCCC2)C1=O | 5.0 | -1.9 | 9.8 | -3.4 | 0.4 | 2.0 | 2.0 | x | -2.5
O=C(CCn1c(=O)sc2ccccc21)Nc1nccs1 | 6.7 | 1.3 | 7.4 | 4.2 | 3.7 | -23.6 | -7.6 | -4.5 | 1.7

Screening data as filed in PubChem.

These rows are one share of the data (hit frequency here may not be typical).
